# ASAP1 GAP inh = ASAP1 ArfGAP inhibition | inhibition, % at 16.5 µM | actives 0.19% (n = 360,000) | ASAP1-stimulated ARF1 GTP hydrolysis, GDP FP detection; in the data active = inhibition above about 25%;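 also: 0% = vehicle with enzyme and substrate and 100% = no enzyme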
# ADAM17 inh = inhibitors of human ADAM17; P78536; recombinant ADAM17, EDANS/DABCYL FRET peptide cleavage; inhibition, % at 6.95 µM; actives 0.83% (n = 370,000); AID 720648;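 active = inhibition above the mean of compounds lying between control limits plus 3 SD, set per campaign, cut at about 8.5% in these data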;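 also: 0% = DMSO-only wells as the low control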
# ARFGAP1 inhibitor = rat ARFGAP1 inhibition | Q62848 | Arfgap1-stimulated ARF1 GTP hydrolysis, GDP FP detection | inhibition, % at 16.5 µM | actives 0.26% (n = 360,000);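 active = inhibition above a per-plate limit, mean inhibition of low control wells plus 3 SD, cut at about 25% in these data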;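 also: 0% = DMSO wells with enzyme and 100% = wells lacking Arfgap1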
# Target sequence (Q62848 1-136 limits assumed): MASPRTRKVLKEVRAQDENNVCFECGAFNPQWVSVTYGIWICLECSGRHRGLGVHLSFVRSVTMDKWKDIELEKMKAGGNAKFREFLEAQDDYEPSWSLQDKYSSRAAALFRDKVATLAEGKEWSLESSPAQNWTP
#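 Repeats: one replicate per compound; assay system: rat Arfgap1 catalytic domain, aa 1-136; times: enzyme reaction 120 min at 25 °C after 20 min preincubation; detection: FP of antibody-bound GDP Alexa 633 tracer, ex 620/em 688 nm; benchmarks: high control wells lacking Arfgap1, low control full reaction with DMSO; reagent: human ARF1(Δ1-17)-GTP substrate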
# ADAM10 inh = inhibits human ADAM10; recombinant ADAM10, EDANS/DABCYL FRET peptide cleavage, 3 h; O14672; actives 0.62% (n = 370,000); inhibition, % at 7 µM;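 active = inhibition above a per-campaign cutoff equal to the mean of compounds falling between control-based bounds plus 3 SD, cut at about 20% in these data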;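 also: 0% = DMSO wells while the 100% control is not disclosed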
# LEDGF integ inh = blocks HIV-1 LEDGF/p75-dependent DNA integration. TR-FRET IN-LEDGF/p75 DNA integration, Eu/Cy5. inhibition, % at 3.7 µM. actives 0.64% (n = 370,000). AID 743269;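 active = inhibition above the screen-wide mean plus 3 SD, cut at about 13% in these data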;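 also: signal is the Cy5 over europium emission ratio at 671 and 618 nm; 0% = plate median of compound wells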
# TDP2 absorb = TDP2 (human) inhibition, absorbance primary screen | recombinant TDP2, T5PNP hydrolysis, p-nitrophenol absorbance 415 nm | AID 720702 | inhibition, % at 12.8 µM | actives 0.34% (n = 370,000);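 active = inhibition above the mean of all tested compounds plus 3 SD, set per campaign, cut at about 25% in these data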;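 also: 0% = DMSO with enzyme and 100% = buffer with substrate but no TDP2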
# Target sequence (O95551 whole entry, looked up): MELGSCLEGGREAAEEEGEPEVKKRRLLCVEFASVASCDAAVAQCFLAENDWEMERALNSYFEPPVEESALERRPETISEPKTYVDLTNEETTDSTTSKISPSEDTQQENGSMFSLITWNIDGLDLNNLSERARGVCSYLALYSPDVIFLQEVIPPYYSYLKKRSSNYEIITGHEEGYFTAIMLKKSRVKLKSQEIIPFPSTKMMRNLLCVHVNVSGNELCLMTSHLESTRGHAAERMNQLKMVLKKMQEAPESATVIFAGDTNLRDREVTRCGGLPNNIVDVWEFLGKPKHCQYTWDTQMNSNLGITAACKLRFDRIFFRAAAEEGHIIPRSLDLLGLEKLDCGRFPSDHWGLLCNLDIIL
#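 Test system: Human TDP2 enzyme | Reagent: 5 mM T5PNP | Compound dosing: 12.8 µM single point, 1% DMSO | Incubation: Enzyme reaction with compound for 2 h at 37 °C | Technique: p-Nitrophenol epi absorbance | Read-out: % inhibition relative to enzyme-containing and enzyme-free wells | Benchmarks: High control without enzyme, low control DMSO plus TDP2 | Replicates: Singlicate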
# KLK7 zymogen act = activators of human kallikrein-7 zymogen; activation, % at 7 µM; actives 0.9% (n = 370,000); purified proKLK7, EDANS-DABCYL substrate fluorescence; 100% is mature enzyme control, 0% vehicle; P49862;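 active = activation above the mean of all tested compounds plus 3 SD, computed per campaign excluding outliers beyond control limits, cut at about 13% in these data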
# DDE Tn7 FP inh = inhibitors of Tn7 peptide binding to human fibrin DD(E); inhibition, % at 8.3 µM; P02675; actives 0.13% (n = 370,000); FP displacement of FITC-Tn7 peptide from fibrin DD(E); 0% = median of compound wells per plate;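 active = inhibition above the mean of compounds falling within the control limits plus 3 SD of them, cut at about 14% in these data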;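 also: 0% = plate median of compound wells and 100% = 10 µM Aha-Tn7 peptide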
# Target sequence (P02675 whole entry, looked up): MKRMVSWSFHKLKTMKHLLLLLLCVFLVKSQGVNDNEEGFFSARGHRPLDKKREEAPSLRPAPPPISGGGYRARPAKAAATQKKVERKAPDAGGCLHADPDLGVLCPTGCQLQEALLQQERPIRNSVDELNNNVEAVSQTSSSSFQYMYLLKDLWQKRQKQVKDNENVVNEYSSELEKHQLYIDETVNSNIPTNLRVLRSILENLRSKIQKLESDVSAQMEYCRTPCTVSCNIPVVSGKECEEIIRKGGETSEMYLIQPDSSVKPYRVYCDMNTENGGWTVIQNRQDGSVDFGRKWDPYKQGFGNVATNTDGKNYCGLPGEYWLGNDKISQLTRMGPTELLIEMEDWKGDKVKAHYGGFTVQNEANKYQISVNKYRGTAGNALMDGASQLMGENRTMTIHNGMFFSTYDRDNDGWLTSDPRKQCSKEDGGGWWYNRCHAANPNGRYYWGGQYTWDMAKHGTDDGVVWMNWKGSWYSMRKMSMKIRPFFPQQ
#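 Assay system: human fibrin DD(E). Input: DD(E) 2 µM final. Medium: Tris buffer with calcium and detergent, pH 7.8. Compound dosing: single point at 8.3 µM. Timing: 10 min plus 3 h, room temperature. Technique: fluorescence polarization of the labelled Tn7 tracer. Read-out: percent inhibition. Replicates: singlicate testing.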
# PLC-gamma1 inh = blocks human PLC-gamma1 enzyme activity. actives 0.84% (n = 370,000). AID 720700. P19174. purified PLC-gamma1, fluorogenic substrate, fluorescence. inhibition, % at 12.2 µM; in the data active = inhibition above about 9.5%
# DDE Tn6 FP inh = DD(E)-Tn6 binding inhibition, primary FP screen; P02675; Fibrin DD(E) TRITC-Tn6 fluorescence polarization displacement; inhibition, % at 8.3 µM; actives 0.21% (n = 370,000); AID 720509;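 active = inhibition above a per-campaign cutoff: mean of compounds within control limits plus 3 SD, cut at about 15% in these data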;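 also: 0% = median of all compound wells on the plate and 100% = blocking peptide control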
# * marks the source's active call; other numbers are inactive results; nt = not tested or not shown.
SMILES,ASAP1 GAP inh,ADAM17 inh,ARFGAP1 inhibitor,ADAM10 inh,LEDGF integ inh,TDP2 absorb,KLK7 zymogen act,DDE Tn7 FP inh,PLC-gamma1 inh,DDE Tn6 FP inh
CCN(c1cccc(C)c1)S(=O)(=O)c1c(C)[nH]c(=O)[nH]c1=O,0,-2,-3,-2,-1,13,0.0,-1,1,-2
CCOC(=O)C1CCN(C(=O)CSc2ccc(Br)cc2)CC1,-2,-5,-1,-4,-3,2,-0.4,-5,-1,-6
CC(=O)N[C@H]1[C@H](Oc2ccc3c(c2)CCC2C3CC[C@]3(C)C(=O)CCC23)O[C@H](CO)[C@@H](O)[C@@H]1O (some centres undefined),-3,-1,-8,-4,-1,20,-0.3,1,1,0
COc1ccccc1C1=CN(Cc2ccccc2)CCC1=O,10,1,5,-6,1,2,-0.5,7,3,1
CC1CCCN(C(=S)NCc2ccccc2)C1 (centres undefined),-7,-2,-6,-12,1,2,0.2,-9,-1,3
O=C(NC(Cc1ccccc1)C(=O)NCCc1ccccn1)c1ccccc1 (centres undefined),-15,1,-9,6,1,-8,-0.8,-2,1,-1
Cc1ccc2nc(N3CCOCC3)c(C=O)cc2c1,-2,-17,-1,-43,-3,8,-0.1,3,-24,10
CCOC(=O)n1c(=O)n(Cc2ccccc2C)c2ccccc21,4,2,-9,8,6,-7,-0.7,-7,5,3
Cn1cnnc1SCC(=O)NCc1cccc(C(F)(F)F)c1,-16,-3,4,2,-3,4,-0.6,-2,2,3
COc1cccc(C(=O)O/N=C(\N)Cc2ccc(Cl)cc2)c1,-6,-1,-15,4,2,0,0.1,0,2,5
Cc1c(NC(=O)C(C)OC(=O)/C=C/c2ccc3c(c2)OCO3)c(=O)n(-c2ccccc2)n1C (centres undefined),3,-55,-5,-160,5,2,1.0,-3,-88,-9
O=C(Nc1cccc(-c2nc3ccccc3c(=O)o2)c1)c1ccccc1,-11,-4,-3,-5,-1,6,0.0,8,0,2
N#CCOC(=O)[C@H](Cc1ccccc1)N1C(=O)c2ccccc2C1=O,8,0,-2,-8,-1,-3,-0.2,-5,3,6
Cc1cc(C)nc(SCC(=O)c2ccc(Cl)cc2)n1,-2,1,-11,1,4,10,-0.1,1,1,2
COc1cccc(-c2ccc(=O)n(CC(=O)NCCN3CCOCC3)n2)c1,5,-2,-10,-2,6,4,0.3,-7,1,5
Cc1cccc(C)c1NC(=O)N1CCCCCCC1,-2,-7,12,-7,-3,7,-0.8,-1,-2,-7
COc1ccc(NC(=O)CSc2nc(C)cs2)c([N+](=O)[O-])c1,6,-6,6,-8,-4,12,-0.4,10,-4,1
S=c1[nH]ccn1-c1c(Cl)cccc1Cl,-2,-6,10,4,-2,-17,-0.7,4,9,-3
Cc1ccc(S(=O)(=O)NCC(=O)N(CC(=O)NCC2CCCO2)C2CCCC2)cc1 (centres undefined),11,0,10,-1,-1,0,-0.4,2,-3,4
C=CCn1c(COc2ccccc2)nnc1SCC(=O)c1ccc(OC)cc1,nt,3,nt,6,4,4,0.1,-4,2,-3
O=C(C(=O)N1CCC(CNS(=O)(=O)Cc2ccccc2)CC1)c1cccs1,-5,-1,-3,3,0,4,0.0,-3,4,3
COc1ccc(CNC(=O)C23CN(Cc4ccccc4)CC2C(c2ccc([N+](=O)[O-])cc2)=NO3)cc1 (centres undefined),7,6,-1,16,1,3,0.0,0,3,2
O=C(/C=C/Nc1nccs1)C(F)(F)Cl,6,1,0,-8,-1,-3,-0.1,-11,-2,4
O=C(CN1C(=O)c2ccccc2C1=O)NCCc1c[nH]c2ccc(Cl)cc12,5,1,-10,2,-4,-9,0.8,7,-3,6
Cc1cc(C(=O)CCC(=O)N2CCN(c3ccccc3)CC2)c(C)s1,4,-2,-6,3,0,1,0.4,-14,-2,7
Cc1cc(Br)ccc1NC(=O)CN1CCN(c2ccccn2)CC1,-2,-2,9,-2,2,-11,-0.3,3,0,2
CC/C(=N\NC(=S)Nc1cc(C)ccc1C)c1ccc(OC(F)F)cc1,17,-1,-7,-5,0,3,0.4,1,-2,12
CCOc1ncccc1C(=O)Nc1ccc(S(=O)(=O)NC2=NCCCCC2)cc1,14,-4,11,4,2,-6,-0.1,-3,2,0
COc1ccc(Cc2nnc(NC(=O)c3cccc([N+](=O)[O-])c3C)s2)cc1,14,-3,16,6,2,4,0.6,0,2,-2
COC(=O)C1C(O)=C(C=Nc2cccc3ccccc23)C(=O)CC1(C)C (centres undefined),-11,-83,-7,-221,-1,-4,34*,3,-102,8
CCCCC(=O)Nc1cccc(C(=O)Nc2ccccc2C(=O)O)c1,9,-4,11,-1,0,-1,-0.8,-6,8,2
CCCN(CCC)CCN1CCN(C(=O)[C@H](CCc2ccccc2)NC(=O)[C@H]2O[C@@H](n3cnc4c(N)ncnc43)[C@H](O)[C@@H]2O)CC1,-16,-6,11,-14,-4,6,0.4,2,1,9
O=C(COC(=O)CNC(=O)c1ccccc1F)Nc1cccc(S(=O)(=O)N2CCCCCC2)c1,1,0,-10,2,2,-2,0.4,0,1,-1
Cc1nn(-c2ccc(C(=O)O)cc2)c(N)c1-c1ccccc1,7,0,-1,8,3,-11,-0.4,-2,3,-6
CCCCCCCCN1C(=O)[C@@H](CC(=O)NCc2cccc3ccccc23)C[C@@]2(C(=O)OC)C1=C[C@H](C(C)C)O[C@@H]2C1CC1,nt,-2,nt,-2,6,1,0.2,-6,-1,6
CC(Nc1[nH]c(=O)n(C)c(=O)c1N=O)c1ccccc1 (centres undefined),5,1,1,5,4,-6,1.1,-4,6,-5
O=C(O)c1ccccc1C(=O)c1ccc(N2CCOCC2)c([N+](=O)[O-])c1,-8,1,7,-8,2,2,-0.2,9,3,8
CCn1c(SCC#N)nc2ccccc2c1=O,-3,-2,13,-10,8,1,-0.2,-4,-4,2
Cc1cccc(OCc2nnc(NC(=O)Cc3cccs3)s2)c1,10,-6,-4,-18,-4,-12,-0.3,-1,0,-16
CC1CC(=O)c2ccccc2C1C (centres undefined),2,-2,5,-17,-6,13,0.2,3,3,8
O=C1N=C(N2CCCCC2)SC1=C1CCCC1,10,0,-4,1,3,6,-0.5,-3,-1,0
C[C@@H]1CN([C@@H](C)CO)C(=O)c2cc(Br)cnc2O[C@H]1CN(C)C(=O)Nc1ccc(F)cc1,19,1,13,2,3,-11,0.1,-5,-2,-3
CCCn1nc(NC(=O)C2CCCO2)c2cc3cc(C)ccc3nc21 (centres undefined),2,-61,0,-275,0,-9,4.6,8,-440,4
CCOc1nc(OCC)c2cnn(C)c2n1,3,-1,12,5,0,-17,0.0,-1,4,3
N#CN1CCC(NS(=O)(=O)c2cccc(C(F)(F)F)c2)CC1,nt,-2,nt,-3,-2,0,nt,0,2,-2
Cc1cc(C)n2nc(C(=O)N(C)c3c(N)n(Cc4ccccc4)c(=O)[nH]c3=O)nc2n1,4,-4,-13,-8,1,2,0.3,12,-2,2
COc1cc(/C=N/N2CCN(c3ccccc3OC)CC2)ccc1O,5,1,5,-1,3,-4,0.0,-4,2,4
CCOC(=O)CNC(=S)SC,-3,0,11,-5,1,-5,0.1,-6,3,-1
COc1cc(C(=O)NCc2ccc3c(c2)cc(C)n3C)cc(OC)c1OC,2,1,10,-2,-1,3,0.0,-10,1,-9
Cc1cc(=O)[nH]c(SCC(=O)N(CCC#N)c2ccccc2)c1C#N,9,-4,4,-5,-2,-2,0.0,4,0,-2
COC(=O)C1(C(=O)OC)c2ccccc2N(S(=O)(=O)c2ccc(C)cc2)C1CC(C)=O (centres undefined),-13,-2,-2,-14,-6,15,0.2,3,1,1
CCOC(=O)c1cnc(SC)nc1Sc1cc(Cl)ccc1Cl,6,-4,6,5,-2,12,0.3,2,1,0
COc1ccc(C)cc1N=Nc1ccc(O)c2ncccc12,11,2,-3,-3,-1,-3,0.0,-2,1,1
CC(=O)c1ccc(N2CCN(CC3CCCCC3)CC2)cc1,-1,-2,-7,5,3,-2,-0.4,1,-6,3
O=c1oc2ccccc2cc1-c1nc(-c2cccs2)cs1,1,-8,16,-15,0,-15,-77,8,-136,2
CCC/C(=C1/c2ccccc2C(=O)N1c1ccccc1)c1ccc(C=O)o1,3,-4,-2,-21,0,1,1.6,3,-43,10
CCOC(=O)C1(Cc2ccccc2C(F)(F)F)CCN(C2CCCC2)CC1,4,-3,22,3,3,4,-0.2,-1,5,1
O=C1C(=O)N(c2ccccc2)C(c2ccccc2[N+](=O)[O-])/C1=C(\O)c1ccccc1 (centres undefined),-12,-6,2,-15,-6,-9,-3.3,-1,-74,1
O=C(CSc1ncnc2scc(-c3ccccc3)c12)NCc1ccc2c(c1)OCO2,0,4,-10,6,1,4,-0.9,0,2,4
O=S(=O)(Cc1ccc(Cl)cc1)NCC1CCCO1 (centres undefined),8,0,-6,11,1,-2,0.8,4,1,-5

# The results go on.
SMILES,ASAP1 GAP inh,ADAM17 inh,ARFGAP1 inhibitor,ADAM10 inh,LEDGF integ inh,TDP2 absorb,KLK7 zymogen act,DDE Tn7 FP inh,PLC-gamma1 inh,DDE Tn6 FP inh
O=C(Oc1cccccc1=O)c1ccccc1,10,-6,8,-1,-1,-5,-0.5,4,1,-5
Cc1cc(C)c2c(c1)OC(=O)CC2c1ccc2c(c1)OCO2 (centres undefined),7,-1,3,-1,-3,-2,-1.0,8,1,7
NC(=O)c1ccc(NC(=O)CCCc2nc(-c3ccccc3Cl)no2)cc1,1,-2,-5,2,3,-6,0.1,-5,4,0
COc1ccc(S(=O)(=O)N2CCN(Cc3ccccc3[N+](=O)[O-])CC2)cc1,1,-2,0,0,-5,14,-0.5,1,0,4
Cc1ccc(NC(=O)CN2C(=O)N/C(=C\c3cccnc3)C2=O)cc1,2,-2,-2,-3,-2,2,0.1,6,0,-2
CC(=O)NS(=O)(=O)c1ccc(NC(=O)c2cccc(S(=O)(=O)N3CCc4ccccc43)c2)cc1,-6,1,1,2,1,15,-0.6,-4,1,1

# Copied from the list.
# Reading for CC(=O)NS(=O)(=O)c1ccc(NC(=O)c2cccc(S(=O)(=O)N3CCc4ccccc43)c2)cc1 under ADAM17 inh: 1
# Reading for Cc1ccc(NC(=O)CN2C(=O)N/C(=C\c3cccnc3)C2=O)cc1 under TDP2 absorb: 2
# Reading for Cc1cc(C)c2c(c1)OC(=O)CC2c1ccc2c(c1)OCO2 (centres undefined) under PLC-gamma1 inh: 1

# Screens as filed in PubChem.
